NPR2 activator: human GC-B receptor activators, primary screen, HEK293 GC-B cells, cGMP TR-FRET, EC30 CNP | 0% at EC30 CNP, 100% saturating CNP | activation, % at 10 µM | actives 0.11% (n = 370,000) | AID 1920062, 2024;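 active = activation at 10 µM reaching about 35% in either raw or pattern-adjusted values, limit read from the data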
Target sequence (P20594 whole entry, looked up): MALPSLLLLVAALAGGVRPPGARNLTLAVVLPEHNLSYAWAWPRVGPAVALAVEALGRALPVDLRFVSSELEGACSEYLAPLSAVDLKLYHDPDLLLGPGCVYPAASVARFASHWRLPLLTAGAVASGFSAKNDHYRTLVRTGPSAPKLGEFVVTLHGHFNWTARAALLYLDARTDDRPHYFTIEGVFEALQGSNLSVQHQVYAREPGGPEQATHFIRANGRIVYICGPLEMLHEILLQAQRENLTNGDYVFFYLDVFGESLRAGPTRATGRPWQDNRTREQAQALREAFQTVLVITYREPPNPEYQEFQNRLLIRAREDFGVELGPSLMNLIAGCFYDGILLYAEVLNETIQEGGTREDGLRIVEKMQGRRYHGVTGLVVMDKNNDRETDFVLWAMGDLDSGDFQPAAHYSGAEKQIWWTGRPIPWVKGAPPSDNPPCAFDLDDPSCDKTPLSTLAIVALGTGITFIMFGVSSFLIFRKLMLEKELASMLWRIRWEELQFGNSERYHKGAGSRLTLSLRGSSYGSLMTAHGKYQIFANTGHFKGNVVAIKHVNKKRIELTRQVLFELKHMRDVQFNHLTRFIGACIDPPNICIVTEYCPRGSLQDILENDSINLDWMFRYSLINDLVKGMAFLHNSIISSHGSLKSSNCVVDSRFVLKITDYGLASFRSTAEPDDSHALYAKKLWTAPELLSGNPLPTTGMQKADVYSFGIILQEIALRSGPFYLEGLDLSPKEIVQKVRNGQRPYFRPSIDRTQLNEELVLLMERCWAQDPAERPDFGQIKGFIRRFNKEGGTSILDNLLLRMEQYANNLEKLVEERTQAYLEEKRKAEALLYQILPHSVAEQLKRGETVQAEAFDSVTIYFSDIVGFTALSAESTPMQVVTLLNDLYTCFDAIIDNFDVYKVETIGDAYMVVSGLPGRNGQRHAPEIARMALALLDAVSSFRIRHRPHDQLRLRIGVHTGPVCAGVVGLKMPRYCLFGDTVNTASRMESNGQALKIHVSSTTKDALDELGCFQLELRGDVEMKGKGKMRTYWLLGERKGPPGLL
ssDAF12 agonist: S. stercoralis DAF-12 nuclear receptor activators, primary screen, cell-based, luminescence, HEK293, GRIP1 co-expression, lit1-tk-luc; HEK293 ssDAF-12/GRIP1 lit1-tk-luc reporter; % of 3 µM dafachronic acid response; activation, % at 6.8 µM; AID 652126, 2013; actives 1% (n = 370,000); Nuclear hormone receptor DAF-12 (Strongyloides stercoralis);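 active = activation above the mean over all tested compounds plus 3 SD, cut at about 0.9% in these data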;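 note: 0% = DMSO-only wells and 100% = 3 µM delta7-dafachronic acid wells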
NPR1 activator: GC-A stimulated cGMP production enhancers – HEK293 GC-A cells, cGMP TR-FRET, EC30 ANP, primary screen | 0% at EC30 ANP, 100% saturating ANP | Atrial natriuretic peptide receptor 1 (Homo sapiens), P16066 | actives 0.14% (n = 370,000) | activation, % at 10 µM; in the data active = activation above about 40%
HGIII-sPLA2 inh: human group III sPLA2 inhibitors, primary screen, biochemical, QFRET, BODIPY PC-A2 liposome substrate; QFRET BODIPY PC-A2 liposome hydrolysis, fluorescence; AID 743126, 2013; inhibition, % at 12.2 µM; actives 0.56% (n = 370,000); Group 3 secretory phospholipase A2 (Homo sapiens), Q9NZ20;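 active = inhibition above mean plus 3 SD of compounds lying within the high and low control bounds, cut at about 19% in these data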;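 note: 0% = median of test compound wells and 100% = no enzyme DMSO wells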
hgDAF12 agonist: H. glycines DAF-12 receptor agonists, primary screen, cell-based, luminescence, HEK293, GAL4 fusion, UAS-luciferase. HEK293 GAL4-hgDAF12 UAS-luciferase reporter, agonist luminescence; normalized to butyrate control. activation, % at 6.8 µM. actives 1.8% (n = 370,000);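 active = activation above a cutoff set at the mean of all screened compounds plus 3 SD, cut at about 10% in these data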;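 note: 0% = DMSO wells and 100% = sodium butyrate wells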
KLK7 zymogen act: proKLK7 zymogen activators, primary screen, biochemical, fluorescence intensity; purified proKLK7, EDANS-DABCYL substrate fluorescence; 100% is mature enzyme control, 0% vehicle; actives 0.9% (n = 370,000); Kallikrein-7 (Homo sapiens), P49862; AID 652039, 2013; activation, % at 7 µM;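 active = activation above the mean of all tested compounds plus 3 SD, computed per campaign excluding outliers beyond control limits, cut at about 13% in these data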
SMARCA2 activ: SMARCA2 (BRM) function activators, primary screen, cell-based, luminescence, high throughput | MG213 cells, MMTV-luciferase reporter, dexamethasone, overnight | activation, % at 9.1 µM | actives 1% (n = 370,000) | AID 652017, 2013; in the data active = activation above about 7.8%;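 note: 0% = vehicle wells and 100% = reference activator wells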
DAX1 inh-1: DAX1 (NR0B1) inhibitors, primary screen, cell-based, HEK293, Gal4-DAX1, luciferase luminescence | HEK293 Gal4-DAX1 luciferase reporter | inhibition, % at 6.75 µM | actives 0.99% (n = 340,000) | AID 504766, 2011;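 active = inhibition above the mean over all tested compounds plus 3 SD, cut at about 4.2% in these data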;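 note: 0% = DAX1-transfected cells with DMSO and 100% = empty-vector control cells with DMSO; inhibition shows as a rise in luminescence from relieved DAX1 repression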
GAA850 FXN act: FXN promoter activators, primary screen, cell-based, luciferase luminescence, HEK293 lucGAA850; HEK293 lucGAA850 FXN promoter luciferase reporter, 24 h; percent of 10 µM SAHA response; activation, % at 6 µM; actives 0.56% (n = 360,000); AID 540364, 2011;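 active = activation above the average of all compounds screened plus 3 SD, cutoff fixed separately per campaign, cut at about 7.5% in these data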;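 note: 0% = DMSO wells and 100% = 10 µM SAHA wells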
DAX1 inh-2: DAX1 (NR0B1) inhibitors on StAR promoter, primary screen, cell-based, luminescence, SF-1 (NR5A1), full-length DAX-1; HEK293T StAR-luciferase reporter, SF-1/DAX-1 repression relief; inhibition, % at 6.8 µM; actives 1.1% (n = 370,000); AID 652010, 2013;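 active = inhibition above the mean over all tested compounds plus 3 SD, cut at about 3.6% in these data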;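 note: 0% = DAX-1 cells with DMSO and 100% = cells lacking DAX-1 with DMSO; higher inhibition means more luminescence from relief of DAX-1 repression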
hcDAF12 agonist: H. contortus DAF-12 nuclear receptor activators, primary screen, cell-based, luminescence, HEK293, lit1-tk-luc reporter; actives 1.4% (n = 370,000); HEK293 hcDAF-12 lit1-tk-luc reporter; 0% DMSO, 100% Δ7-dafachronic acid; activation, % at 6.8 µM;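 active = activation above the mean of all tested compounds plus 3 SD, cut at about 5.5% in these data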;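 note: 100% = response to 3 µM Δ7-dafachronic acid high control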
Starred values were filed as active, the others as inactive; x = no result given.

Molecule	NPR2 activator	ssDAF12 agonist	NPR1 activator	HGIII-sPLA2 inh	hgDAF12 agonist	KLK7 zymogen act	SMARCA2 activ	DAX1 inh-1	GAA850 FXN act	DAX1 inh-2	hcDAF12 agonist
COc1ccccc1NCCC(=O)OCC(=O)NC1CC1	2	-1.2	2	5	3.0	0.1	0	0.8	1.7	0.3	0.7
COc1cc(/C=C/C(=O)Nc2ccc(C)cc2)cc(OC)c1OC	0	-1.7	3	7	-2.5	1.3	-3	-1.6	3.6	-1.8	-3.2
CC(C)NC(=O)COc1ccc(S(=O)(=O)N2CCCC2)cc1	2	-0.8	2	0	0.3	-0.4	0	-0.7	1.7	-0.3	-1.2
CC(C)NC(=O)CN1CCN(Cc2nc(-c3cccs3)no2)CC1	-3	-1.2	0	1	2.1	0.0	-2	0.7	-1.0	-1.4	-1.1
c1ccc2c(-c3c[nH]c4ccccc34)c3ccccc3nc2c1	-9	-1.8	-14	-9	-2.1	-0.6	-3	-1.9	-2.6	-1.8	-2.1
O=C(CCc1nc(-c2ccccc2F)no1)NCCc1c[nH]c2ccccc12	-11	-1.2	-3	-49	-1.3	0.7	0	x	x	-0.9	1.9
Cc1ccc(S(=O)(=O)[N-]c2nc3ccccc3nc2-[n+]2cc(C)cc(C)c2)cc1	-2	-1.3	6	0	-1.3	-0.2	5	-1.6	1.3	-0.3	1.4
O=S1(=O)C[C@H](N2CC[C@@H](O)C2)[C@@H](COCc2ccccc2)N1	0	-0.5	3	-2	-1.3	0.8	5	x	x	-0.2	0.2
CCc1cc(-c2n[nH]c(C)c2-c2nc3ccccc3n2C)c(O)c(CN2CCN(C)CC2)c1O	2	-1.1	-2	-16	-2.2	-0.3	-2	0.9	0.5	0.9	-1.1
Cc1ccc2c(c1)c1c(n2CC(O)CN2CCC(C)CC2)CCCC1 (configuration not stated)	-5	-1.6	-14	5	-2.2	-0.3	-1	-0.4	-2.2	-0.2	-1.5
O=C(N[C@@H](Cc1ccccc1)C(=O)OCc1ccccc1)c1nc[nH]c1C(=O)N1CCc2ccccc2C1	-2	-1.2	-3	-24	-1.8	0.2	-1	0.9	1.4	-0.1	-1.3
O=S(=O)(c1cc(Cl)c(Cl)cc1Cl)N1CCN2CCCC2C1 (configuration not stated)	-6	-1.2	1	3	-4.0	-0.9	-3	-2.4	0.0	-0.6	0.6

Molecule	NPR2 activator	ssDAF12 agonist	NPR1 activator	HGIII-sPLA2 inh	hgDAF12 agonist	KLK7 zymogen act	SMARCA2 activ	DAX1 inh-1	GAA850 FXN act	DAX1 inh-2	hcDAF12 agonist
COc1cccc(C(=O)N[C@H](C(=O)N2CCC[C@H]2C(=O)NC2CCCC2)c2ccccc2)c1	1	-0.6	-2	0	-2.4	0.4	-2	x	x	-1.2	2.9
CC(C)(C)C(=O)Nc1cccc(-c2ccc[nH]2)n1	6	-0.9	1	0	-0.8	0.1	-2	-0.1	0.0	-1.1	-0.3
Cc1cc(=O)[nH]c(SCC(=O)Nc2ccc(F)c(F)c2)n1	-8	-0.7	0	-3	5.7	0.0	-3	x	x	0.1	-1.2
Cc1ccc(NC(=O)CCCCCN2C(=O)[C@@H]3Cc4ccccc4CN3C2=O)c(C)c1	-1	-0.9	-3	-8	3.0	0.4	-3	0.0	1.0	-0.2	-0.3
CCC(=O)Nc1ccc2c(c1)nc(CCN1CCN(C)CC1)n2C	3	-0.8	1	-3	-1.8	-0.1	-1	0.3	-0.2	0.0	-1.0
COc1ccc(S(=O)(=O)N2CCN(C)CC2)cc1NC(=O)c1ccccc1C	-2	-1.5	-2	6	-1.8	-0.4	-3	0.5	0.4	0.0	-0.4
COc1ccccc1CN1CCN(Cc2nc(-c3ccccc3)no2)CC1	1	-1.4	-1	-8	2.3	-0.4	4	3.5	3.3	0.0	-0.7
COc1ccc(C(=O)NCCS(=O)(=O)N(C)Cc2ccccc2)cc1	9	-1.1	-1	-2	-0.8	-0.1	1	-1.1	-1.3	-0.7	-0.4
Cc1ccc(S(=O)(=O)N(CC(=O)Nc2ccc(Cl)cc2)C(=O)N2CCN(C)CC2)cc1	-1	-0.9	2	0	-0.8	-0.5	-2	1.4	-3.1	-3.4	1.0
CS(=O)(=O)N(CC(=O)N1CCOCC1)c1cc(C(F)(F)F)ccc1Cl	1	-0.5	2	8	2.2	0.1	-4	-0.1	1.5	-0.4	-1.8
N#Cc1ccccc1OCc1nnc(-c2ccccc2Br)o1	-5	0.2	-2	-5	15*	0.2	2	2.3	8.8*	2.1	3.6
CC(NC(=O)C1CCCN1C(=O)OC(C)(C)C)C(=O)OCc1ccccc1 (configuration not stated)	5	-1.4	-1	10	1.4	0.1	2	x	x	1.5	-1.4

Molecule	NPR2 activator	ssDAF12 agonist	NPR1 activator	HGIII-sPLA2 inh	hgDAF12 agonist	KLK7 zymogen act	SMARCA2 activ	DAX1 inh-1	GAA850 FXN act	DAX1 inh-2	hcDAF12 agonist
CCn1c(=O)n(CC(=O)NC2CCCC(C)C2C)c(=O)c2ccccc21 (configuration not stated)	0	-1.3	-1	12	-0.5	0.7	0	-0.5	-3.6	0.5	0.0
COc1ccc(-c2ccc3c(c2)O[C@H](CN(C)C(=O)Nc2ccccc2F)[C@@H](C)CN([C@H](C)CO)S3(=O)=O)cc1	-4	-1.1	0	-28	-2.5	0.3	-5	-0.5	-5.4	-1.2	-0.7
CC(C)n1cc2c(N)ncnc2n1	2	-1.3	3	4	-1.4	0.7	-3	-1.9	0.5	1.6	0.9
COc1ccc(-c2cc(C(=O)Nc3cc(Cl)ccc3O)no2)cc1	-4	-0.1	0	3	1.9	-0.1	2	3.1	2.6	0.3	0.9
COc1ccccc1CN1CC(C(=O)NCc2ccc(SC)cc2)CCC1=O (configuration not stated)	-2	-1.5	0	5	-1.0	0.6	-1	-1.0	0.0	-0.8	-0.4
Cc1ccc(S(=O)(=O)Nc2nc3ccccc3nc2NCC2CCCO2)cc1C (configuration not stated)	4	-1.8	2	-25	0.2	4.3	-1	4.5*	1.6	0.1	-2.3
CCOC(=O)C1(C)CCCN(C(=O)c2cc(F)cc(F)c2)C1 (configuration not stated)	-3	-1.2	4	2	1.5	0.0	1	x	-0.4	-0.3	-1.4
CN(CC(=O)Nc1ccccc1C(F)(F)F)C(=O)CSc1nnnn1C	1	-0.8	2	10	-1.1	-0.4	-7	3.2	1.8	0.9	-0.3
O=C(COC(=O)c1cccc(NS(=O)(=O)c2ccc(F)c(F)c2)c1)NC(=O)NC1CCCCC1	8	-1.4	-3	-73	-3.7	-0.4	-3	-1.0	3.0	-0.1	-1.7
CCN(CC)c1ccc(/C=C2\NC(=O)NC2=O)cc1	-4	-1.2	-8	-2	-0.8	-0.1	5	-0.6	-0.6	-0.5	-0.9
COc1ccccc1CCC(=O)N(CCC1=CCCCC1)c1c(N)n(Cc2ccccc2)c(=O)[nH]c1=O	5	-1.2	-4	-1	3.0	-0.4	-2	-0.1	-0.3	0.3	-1.3
COc1ccccc1N1CCN(CCN2C(=O)C3CCCN3C2=O)CC1 (configuration not stated)	-1	-1.2	3	4	0.0	0.1	6	-0.3	-0.8	0.0	-0.1

Molecule	NPR2 activator	ssDAF12 agonist	NPR1 activator	HGIII-sPLA2 inh	hgDAF12 agonist	KLK7 zymogen act	SMARCA2 activ	DAX1 inh-1	GAA850 FXN act	DAX1 inh-2	hcDAF12 agonist
COCCN(C(=O)c1ccco1)c1nnc(-c2ccc(F)cc2)s1	-4	-1.0	4	-5	8.7	0.8	-2	-0.3	5.8	1.4	0.9
Cc1cc(NS(=O)(=O)c2ccc(NC(=O)c3c(F)c(F)c(F)c(F)c3F)cc2)nc(C)n1	2	-1.3	1	-17	0.9	0.4	-1	-0.1	1.7	-0.6	0.2
COc1ccc(Sc2cccc3c2S(=O)(=O)N([C@H](C)c2ccccc2)C[C@@H](COCc2ccccc2)O3)cc1OC	4	-1.2	-2	-6	-2.0	-0.1	5	x	x	1.0	0.4
CNCC(=O)Nc1ccc(Cl)c(C(F)(F)F)c1	-1	-1.3	-2	-1	1.9	0.0	6	1.2	0.1	0.1	-0.8
O=C(c1ccc(CN2CCc3ccccc3C2)cc1)N1CCc2ccccc2C1	-1	-0.9	1	-1	1.6	-0.6	2	0.6	-0.5	0.0	0.6
COc1cccc(NC(=O)CCNS(=O)(=O)c2ccc(Br)s2)c1	8	-1.7	-3	-19	0.8	-0.3	-3	-0.6	0.7	-0.5	-1.1
CCOCc1c(C(=O)N2CCN(CCOc3ccc(Cl)cc3)CC2)oc2ccccc12	-5	-1.3	2	-12	-2.7	0.0	-4	-2.6	-0.7	-5.5	-2.8
O=C(CN1C(=O)NC2(CCCC2)C1=O)N1CCN(C(=O)c2ccco2)CC1	6	-1.3	5	0	-1.5	0.1	-1	-0.2	3.1	-0.6	-1.4
Cc1cc(C(=O)NC(C)CCc2ccccc2)ccc1[N+](=O)[O-] (configuration not stated)	1	-1.6	-6	3	3.4	0.2	-1	2.0	0.9	-0.3	-0.5
Cc1ccc2c(c1)N(CCC(=O)NCCCN1CCCC1)C(=O)CO2	6	-0.5	5	1	-3.6	-1.1	0	0.3	1.1	-0.4	2.2
CCOc1cc(C)c(S(=O)(=O)NC2CC(C)(C)NC(C)(C)C2)cc1C	2	-1.5	2	-3	4.0	0.0	-2	-0.5	2.1	0.0	-1.4
O=C(Cn1cnc2c(NCc3ccccc3)ncnc21)NCC1CCCO1 (configuration not stated)	0	-1.7	0	8	-2.3	-0.3	-2	-0.3	0.5	0.1	0.7
Clc1ccccc1-c1nnc(-c2cccs2)o1	-3	1.0*	3	2	20*	-0.6	6	9.4*	3.9	2.4	11*
COc1ccc(NC(=O)CN2C(=O)COc3ccc(C)cc32)c(OC)c1	2	-1.3	-4	9	-1.9	0.0	-4	-1.0	2.3	0.1	-1.1

Some entries already given with just NPR2 activator and SMARCA2 activ.
| SMILES | NPR2 activator | SMARCA2 activ |
| --- | --- | --- |
| CCOc1cc(C)c(S(=O)(=O)NC2CC(C)(C)NC(C)(C)C2)cc1C | 2 | -2 |
| Cc1cc(NS(=O)(=O)c2ccc(NC(=O)c3c(F)c(F)c(F)c(F)c3F)cc2)nc(C)n1 | 2 | -1 |
| O=C(Cn1cnc2c(NCc3ccccc3)ncnc21)NCC1CCCO1 (configuration not stated) | 0 | -2 |

An unsorted share of the library. Share with any hit: about 6.7%.
